# DNMT1 inh: inhibitors of human DNMT1; DNMT1 molecular beacon, Hinp1I cleavage, fluorescence; inhibition (reported as % activation of signal), % at 10 µM; 360,000 compounds, 0.83% hits; AID 588458; in the data active = inhibition above about 50%
# SKN-1 block: blocks SKN-1 activity in C. elegans | inhibition, % at 21.8 µM | 360,000 compounds, 0.49% hits | C. elegans VP596 Pgst-4::GFP/RFP ratio, acrylamide-induced, 24 h;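 active = interference check ratio from 0.5 to 1.5 plus GFP to RFP signal ratio inhibition reaching or exceeding a fixed threshold, cut at about 30% in these data, passing the limit was not always enough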; also: some compounds called inactive have numbers as strong as hits
# LMPTP inh: blocks human LMPTP phosphatase. P24666. recombinant LMPTP-A, OMFP fluorogenic substrate, fluorescence intensity. inhibition, % at 20 µM. 360,000 compounds, 0.22% hits. AID 651560;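 active = compounds that cut the enzyme signal by at least half of the control window in the single-dose screen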;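 also: plate controls were DMSO wells with enzyme plus substrate for no effect and substrate without enzyme for full effect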
# Target sequence (P24666 whole entry, looked up): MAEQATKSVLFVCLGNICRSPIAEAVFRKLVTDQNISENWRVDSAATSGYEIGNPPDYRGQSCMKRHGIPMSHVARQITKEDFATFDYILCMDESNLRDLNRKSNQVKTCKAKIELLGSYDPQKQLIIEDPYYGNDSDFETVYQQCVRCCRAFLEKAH
#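 Material: LMPTP-A; amount: 0.625 nM enzyme; doses: single 20 µM dose; times: reaction 50 min, room temperature, dark; technique: fluorescence intensity of OMFP turnover product; benchmarks: no-enzyme and uninhibited controls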
# NadD block: inhibitors of Staphylococcus aureus NadD; purified NadD enzyme, colorimetric absorbance read-out; inhibition, % at 20 µM; 360,000 compounds, 0.78% hits; AID 602399; in the data active = inhibition above about 26%; also: some compounds past the cut are filed as inactive
# STEP inh: STEP (human) phosphatase inhibition. P54829. recombinant STEP, OMFP fluorogenic substrate, fluorescence. inhibition, % at 20 µM. 360,000 compounds, 0.25% hits;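 active = inhibition at 20 µM, scaled per plate between control wells, above about 37%, limit read from the data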;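 also: 0% = DMSO with enzyme and substrate and 100% = substrate only without enzyme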
#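 System: STEP phosphatase, cell-free reaction; Buffer or medium: Bis-Tris pH 6.0 buffer with DTT, detergent; Incubation: 20 min at room temperature, dark; Measured by: fluorescence, 480/540 nm.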
# Scp1 inh: inhibitors of human Scp-1 phosphatase | Recombinant Scp1, phosphopeptide, malachite green phosphate absorbance | inhibition, % at 20 µM | 340,000 compounds, 0.88% hits | AID 493091;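 active = inhibition above about 50% at 20 µM, limit read from the data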;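 also: plate controls were DMSO wells with enzyme for no effect and wells lacking enzyme for full effect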
# Target sequence (Q9GZU7 76-261 limits assumed): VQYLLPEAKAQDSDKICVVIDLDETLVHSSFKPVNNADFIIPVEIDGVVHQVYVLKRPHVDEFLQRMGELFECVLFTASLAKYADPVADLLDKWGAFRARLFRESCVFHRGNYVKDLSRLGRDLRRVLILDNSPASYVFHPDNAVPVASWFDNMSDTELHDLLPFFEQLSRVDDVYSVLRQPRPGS
#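 Test system: SCP-1 phosphatase catalytic domain, residues 76-261 | Compound dosing: One concentration, 20 µM, with 1.0% DMSO | Schedule: 45 min room-temperature reaction, 5 min colour, 30 min stabiliser | Detection: Absorbance at 630 nm | Read-out basis: % inhibition of SCP-1 phosphate liberation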
# NRP1-CendR mod: alters CendR peptide binding to human NRP-1; O14786; FAM-RPARPAR peptide binding to NRP-1, fluorescence polarization; inhibition, % at 25 µM; 360,000 compounds, 0.85% hits; AID 602438;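 active = inhibition or corrected inhibition above about 18%, plus a signal ratio from 0.5 to 1.5, limit read from the data, passing the limit was not always enough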; also: strong numbers were not always called active
# MT1-MMP act inh: MT1-MMP (human) activation inhibition | P50281 | HT1080 RFP-PRO-GFP cells, GFP/RFP ratio fluorescence, overnight; percent of plate control window, DMSO zero | GFP/RFP ratio change, % at 20 µM | 360,000 compounds, 0.061% hits | AID 651647;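 active = GFP/RFP ratio change of at least 30% with cell ATP level not reduced by more than half and red fluorescence within 50% of control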; also: strong numbers were not always called active
#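 system = RFP-PRO-GFP reporter HT1080 cells | dosing = 20 µM single dose, 1% DMSO | timing = overnight cell settling, then overnight compound exposure, 37 °C, 5% CO2 | read-out basis = GFP/RFP fluorescence ratio | controls = DMSO and RFP-L50D-GFP cell wells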
# SUMO1-SIM PPI: modulators of human SUMO1-mediated protein-protein interactions | 360,000 compounds, 0.33% hits | SUMO1 binding to a labelled peptide, TR-FRET, 1 h | P63165 | inhibition, % at 20 µM; in the data active = inhibition above about 37%
# Target sequence (P63165 whole entry, looked up): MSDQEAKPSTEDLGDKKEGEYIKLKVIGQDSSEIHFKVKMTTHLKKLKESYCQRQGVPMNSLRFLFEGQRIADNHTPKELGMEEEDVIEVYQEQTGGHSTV
# Rpn11 block: inhibitors of human proteasome Rpn11 | human 26S proteasome, Ub4-pepOG fluorescence polarization; 20S core pre-blocked with epoxomicin | O00487 | 360,000 compounds, 0.59% hits | calls only at 20 µM;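 active = inhibition at 20 µM, scaled to each plate's controls, above about 33%, limit read from the data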
# Target sequence (O00487 whole entry, looked up): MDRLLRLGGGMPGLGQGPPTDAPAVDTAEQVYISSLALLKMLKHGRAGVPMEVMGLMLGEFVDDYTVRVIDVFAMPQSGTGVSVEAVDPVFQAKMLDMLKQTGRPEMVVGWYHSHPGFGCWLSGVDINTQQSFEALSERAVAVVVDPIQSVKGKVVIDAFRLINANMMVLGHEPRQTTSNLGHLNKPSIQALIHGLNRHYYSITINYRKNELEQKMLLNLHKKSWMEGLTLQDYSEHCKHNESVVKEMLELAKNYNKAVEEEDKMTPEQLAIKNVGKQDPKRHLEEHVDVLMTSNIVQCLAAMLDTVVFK
# Numbers without * were called inactive; i = inactive.
SMILES,DNMT1 inh,SKN-1 block,LMPTP inh,NadD block,STEP inh,Scp1 inh,NRP1-CendR mod,MT1-MMP act inh,SUMO1-SIM PPI,Rpn11 block
COc1cc(OC)cc(-c2c(-c3cccs3)c3cc(-c4ccc(CN5CCOCC5)cc4)ccc3n2C)c1,-4,10,5.8,9,1,19,13,-5,-17,i
Cn1nnnc1SCCOc1ccc(C#N)cc1,-1,12,-0.8,-2,-9,-9,-5,3,-3,i
CC(C)(/C=N/NC(=O)CSCc1ccccc1Cl)CCC#N,0,2,-2.4,-6,-4,-2,0,1,-3,i
COC(=O)C1CCN(C(=O)c2oc3c(Cl)cc(C)cc3c2C)CC1,-2,0,0.7,-5,-1,-9,17,1,-4,i
COc1ccc(C(=O)CSC#N)cc1OC,-7,0,-0.7,-2,0,-3,4,6,-15,i
O=C(NCCC1=CCCCC1)c1ccc(F)cc1,3,10,-0.5,0,0,-6,-3,6,-2,i
CCc1c(C2(O)CCCCC2)[nH]c2ncccc12,1,9,0.6,-11,1,-3,6,6,3,i
Cc1ccc(N(C(=O)CNC(=O)c2cccs2)C(C(=O)NC2CCCC2)c2ccncc2)cc1 (stereo not drawn),-1,10,0.0,10,-2,-3,-1,-6,-3,i
C/C(=N\NC(=O)c1ccccc1)c1ccc2c(c1)OCO2,5,-7,-0.4,-5,2,-7,-3,3,3,i
Cc1ccc(S(=O)(=O)N2CCCC2CNC(=O)C(=O)NC2CC2)cc1 (stereo not drawn),-2,0,-0.5,-4,2,14,-8,0,1,i
COc1cc(NC(=O)c2cc(C)nc3ccccc23)cc(OC)c1,0,-6,0.9,3,1,-4,-4,1,3,i
O=C(Nc1cccc(-c2ccc3nncn3n2)c1)C(F)(F)F,3,8,0.0,-1,-1,-5,2,1,-3,i
COc1cc(N)c(Cl)cc1C(=O)OCC(=O)c1cccs1,-2,0,0.5,-6,1,-5,0,-1,3,i
COc1cc(NS(=O)(=O)c2ccc(NC(=O)C3CCCO3)cc2)nc(OC)n1 (stereo not drawn),7,-3,0.0,5,3,-4,1,4,3,i
O=C(N1CCOCC1)C12CCC3CC(CC(C3)C1)C2,5,5,-1.4,-1,-2,21,5,3,2,i
CCOc1ccc(Cn2c3ccc(OC)cc3c3nc4ccccc4nc32)cc1,33,-6,-1.0,-3,-4,-7,99,-113,-3,i
O=C(NCCN1CCCCC1)c1ccc(=O)oc1,-2,1,-8.6,12,2,-5,-7,-4,-1,i
Cc1ccc(/C=C/C(O)=C2/C(=O)N(C)C3(C)CC2c2ccccc2O3)cc1 (stereo not drawn),2,-1,2.9,1,3,-14,14,-12,-2,i
CC(C)[C@H](NC(=O)c1ccccc1Cl)C(=O)OCC(=O)N1CCCCC1,1,-6,-1.1,4,-2,11,-9,-1,0,i
c1nnc(NC2=NCCC2)s1,0,-21,-3.2,-5,-5,-7,2,2,-1,i
CCc1ccccc1-n1c(-c2ccncc2)n[nH]c1=S,1,8,-1.7,-1,1,-4,-8,1,2,i
O=C(/C=C/c1ccc(F)cc1)NC(Cc1c[nH]c2ccccc12)C(=O)O (stereo not drawn),-2,8,-0.3,1,-1,1,-1,0,0,i
O=C(Nc1ccccc1N1CCOCC1)c1cc2c(s1)CCCCC2,6,-6,-1.7,-2,6,5,-4,2,0,i
O=C(Nc1nccs1)c1cc(-c2ccccc2)nc2ccccc12,-1,10,3.0,2,-2,-5,0,3,-4,i
CCCn1c(=O)c(C(=O)Nc2ccccc2C(=O)OCC)c(O)c2ccccc21,5,-1,2.5,0,2,-9,-7,8,4,i
Cc1ccccc1-n1nnnc1SCC(C)C,2,9,0.7,7,0,-4,11,3,0,i
CCOCC(=O)Nc1ccc2c(c1)OCCO2,1,-7,-1.2,-2,1,3,14,9,4,i
O=c1c2cc(Br)ccc2nc2n1CCCCC2,1,4,-1.4,-2,1,7,2,-6,2,i
CNS(=O)(=O)c1ccc(CCC(=O)N2CCOCC2)cc1,2,15,-1.2,-4,2,-7,12,-2,-1,i
CCCN(CCO)Cc1cccc(Cl)c1,1,-11,-0.7,-7,0,-8,5,-3,-1,i
COc1cccc(N=c2oc3cc(O)ccc3cc2C(=O)NCC2CCCO2)c1 (stereo not drawn),-10,12,2.5,-5,0,0,-30,-15,-15,i
COc1cc(C2CC(=O)Oc3cc(O)ccc32)cc(OC)c1OC (stereo not drawn),6,10,-1.2,-2,0,7,-1,2,-5,i
CCNC(=O)NC(=O)C(C)SCc1ccccc1C (stereo not drawn),1,4,-0.5,-2,-2,-8,-9,2,-1,i
COc1ccc(S(=O)(=O)N(Cc2ccco2)Cc2cc3ccccc3[nH]c2=O)cc1,-4,11,2.1,1,1,5,16,1,-2,i
Cc1cccc(NS(=O)(=O)c2cnc[nH]2)c1,4,8,-1.6,-4,2,-4,-3,0,0,i
CC(=O)N1CCc2cc(S(=O)(=O)NCCC(=O)N3CCN(Cc4ccccc4)CC3)ccc21,0,-3,-0.7,1,-3,-1,-5,8,0,i
CC1Cc2cc(/C(O)=C3/C(=O)C(=O)N(CC4CCCO4)C3c3ccco3)ccc2O1 (stereo not drawn),50*,24,-0.2,10,3,19,-6,0,-1,i
COc1cccc(C(=O)/C=C/Nc2cc(C)ccc2O)c1,-1,-10,2.4,-4,3,-10,-22,-6,-7,i
COCCN(C(=O)COC(=O)COc1ccc2ccccc2c1)c1c(N)n(Cc2ccccc2)c(=O)[nH]c1=O,0,-8,-1.0,-2,-2,-4,-3,-6,-5,i
COc1cccc(C(C#N)N2CCCCC2)c1O (stereo not drawn),-4,3,-2.1,3,-2,-7,-5,0,-1,i

# Record cards, as listed above. Screens in order: DNMT1 inh	SKN-1 block	LMPTP inh	NadD block	STEP inh	Scp1 inh	NRP1-CendR mod	MT1-MMP act inh	SUMO1-SIM PPI	Rpn11 block
# Record of CC1Cc2cc(/C(O)=C3/C(=O)C(=O)N(CC4CCCO4)C3c3ccco3)ccc2O1 (stereo not drawn) → 50*	24	-0.2	10	3	19	-6	0	-1	i
# Record of COc1ccc(S(=O)(=O)N(Cc2ccco2)Cc2cc3ccccc3[nH]c2=O)cc1 → -4	11	2.1	1	1	5	16	1	-2	i

# Results in DNMT1 inh (6 entries from above):
mol,DNMT1 inh
O=C(Nc1nccs1)c1cc(-c2ccccc2)nc2ccccc12,-1
CCCn1c(=O)c(C(=O)Nc2ccccc2C(=O)OCC)c(O)c2ccccc21,5
Cc1ccccc1-n1nnnc1SCC(C)C,2
CCOCC(=O)Nc1ccc2c(c1)OCCO2,1
O=c1c2cc(Br)ccc2nc2n1CCCCC2,1
CNS(=O)(=O)c1ccc(CCC(=O)N2CCOCC2)cc1,2

# Next section.
SMILES,DNMT1 inh,SKN-1 block,LMPTP inh,NadD block,STEP inh,Scp1 inh,NRP1-CendR mod,MT1-MMP act inh,SUMO1-SIM PPI,Rpn11 block
COc1ccc(OC)c(-c2csc(NC(=O)CSc3ccc([N+](=O)[O-])cc3)n2)c1,-13,4,2.4,4,3,-5,0,-1,-6,i
CCOC(=O)c1nnc(-c2ccccc2)o1,3,-9,-1.4,-1,0,-3,8,-2,0,i
CC(=O)c1nc2ccccc2n1Cc1ccccc1,1,2,2.6,-4,0,-11,6,4,4,i
CN(C)c1ccc(CNn2cnnc2SCC(=O)NC(C)(C)C)cc1,-3,-6,-1.7,-8,-5,-5,-3,-3,2,i
CN(C(=O)CS(=O)(=O)Cc1ccccc1Cl)c1ccccc1,2,-3,-2.3,-5,5,-3,8,3,-1,i
CCn1c(CC(=O)Nc2ccc(F)cc2)nnc1SCC(=O)Nc1nnc(C)s1,3,-2,0.6,-1,-2,-1,0,2,2,i
Cc1nnc(SCC(=O)NC2CCS(=O)(=O)C2)n1Cc1ccccc1 (stereo not drawn),-2,0,-0.8,2,-2,-7,10,0,-3,i
CCOc1ccc2[nH]cc(C(=O)NCc3ccc(F)cc3)c(=O)c2c1,5,13,-0.9,-4,-2,8,39*,5,5,i
Cc1ccc(C(=O)N2CCC(Cc3ccccc3)CC2)cc1[N+](=O)[O-],1,-9,0.9,-5,1,-4,9,1,-13,i
CCN1C(=O)[C@@H]2[C@H](C1=O)[C@@H]1C[C@H]3C(=O)N(CC)C(=O)[C@H]3[C@@H]3C1=C(C(=O)N1C(=O)OC(=NCC4CC4)[C@]31C)[C@@H]2C,1,-10,-0.5,-1,0,-8,18,0,3,i
CCOc1ccc(S(=O)(=O)N2CCN(c3ccc(OC)cc3)CC2)c2cccnc12,-1,-2,-0.8,1,3,-5,5,3,-3,i
COC(=O)C(NC(C)=O)(Nc1nc2ccc(C)cc2s1)C(F)(F)F (stereo not drawn),1,8,-0.1,2,0,-12,4,-2,0,i
Cc1ccccc1NC(=O)CSc1nc(COc2ccccc2)nc2ccccc12,12,9,1.3,9,-2,-2,-6,-6,1,i
CSc1cccc(NC(=O)COC(=O)C2(c3ccccc3)CC2)c1,-5,-4,0.9,-8,-3,-2,10,8,2,i
Cc1ccccc1NCC(=O)N/N=C\c1ccc([N+](=O)[O-])s1,-9,0,0.7,0,1,-5,9,-3,-24,i
CS(=O)(=O)N1CCC2CC1c1cc(-c3ccccc3)ccc12 (stereo not drawn),4,-10,-0.2,-5,-1,0,-15,-2,2,i
CCn1c(C)[n+](CCOC(C)=O)c2cc(Cl)c(Cl)cc21,1,-9,-2.2,-2,1,-1,1,-2,3,i
COc1cccc(/C=N/Nc2nc(-c3cccnc3)nc3ccccc23)c1,-1,11,3.2,1,-1,-2,-45,1,-6,i
O=C(NCc1ccco1)Oc1ccccc1,4,14,-1.2,-1,2,-4,-3,-3,-2,i
Cn1ncc(Cl)c1C(=O)N1CCN(c2cccc(Cl)c2)CC1,-1,18,-0.3,-4,6,0,3,4,3,i
CCC(C)(C)C1CCC(NC(=O)N2CCN(c3ccccc3O)CC2)CC1 (stereo not drawn),-3,10,-2.8,6,1,-2,5,1,-1,i
O=C(CCl)NN1C(=O)NC2(CCCCC2)C1=O,2,-8,-1.6,-1,1,2,8,2,-1,i
COC(=O)Oc1ccc(/C=C/C(=O)OC(C)C)cc1OC(=O)OC,10,0,-1.5,0,0,-7,-6,-5,-3,i
CCN(CC)c1ccc(-c2nn3c(-c4n[nH]c5c4CCC5)nnc3s2)cc1,23,2,10,54*,10,15,-34,8,-6,i
c1ccc(-n2nnnc2N2CCOCC2)cc1,2,15,-0.8,-8,-2,-19,-4,5,0,i
CC(C)CN(C(=O)c1ccc(=O)n(C)n1)c1c(N)n(Cc2ccccc2)c(=O)[nH]c1=O,3,2,-0.6,-5,0,-8,-9,2,-1,i

# Bioassay records from PubChem BioAssay.

# Rows are unselected; overall some 3.9% were active at least once.
